Screening data as filed in PubChem BioAssay.
HTT aggregate: qHTS Multiplex Assay to Identify Dual Action Probes in a Cell Model of Huntington: Aggregate Formation (GFP); Potency, µM (top dose mostly 46.1 µM), for inactives: at the top dose activity change, negative = inhibition, most hits filed as inhibitors; 220,000 tested, 1.1% active; PC12 HttQ103-GFP aggregates, Acumen cytometry, 40 h; AID 1688, 2009; further: on the % scale 0 is the no-effect control and ±100 the full control effect; nearly all actives have a fitted effect of over 60% in size
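PC12 cells with ecdysone-inducible HTT exon1 Q103-GFP, induced by 100 nM tebufenozide, given compounds in a concentration series. GFP aggregates (1–25 um, 6 SD above background) counted in lysates by laser-scanning cytometry, 488 nm excitation.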
IMPase Li inh: qHTS Assay for Identifying the Cell-Membrane Permeable IMPase Inhibitors: Potentiation with Lithium. Potency, µM (highest dose often 59.4 µM), for the others: at the top dose activity, negative = IMPase inhibition, actives largely listed as inhibitors. AID 1457, 2008. 210,000 tested, 0.35% active. CHO-M1 cells, IP1 TR-FRET (IP-One), carbachol + lithium;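 further: IP1 builds up when IMPase is blocked and the TR-FRET signal falls; plate controls were basal vehicle for no effect and high inhibitor control for full effect; nearly all actives have a fitted effect of over 50% in size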
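CHO-M1, 2000 cells/well, 16–30 h culture; cpd + low Li+, 30 min 37C; lysis with d2-IP1/Eu-anti-IP1 Ab, 10 min RT; TR-FRET 665/620 ratio and 620 channel; AC50 via Hill.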
GAA glycogen: qHTS Assay for Inhibitors and Activators of Human alpha-Glucosidase Cleavage of Glycogen. Lysosomal alpha-glucosidase (Homo sapiens), P10253. recombinant GAA, glycogen substrate, Amplex Red glucose oxidase fluorescence. Potency, µM (top dose mostly 76.4 µM), for the others: at the top dose activity change, negative = inhibition, usual class: inhibitors. 300,000 tested, 0.38% active. AID 2100, 2009;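 further: 0% = full enzyme reaction and -100% = no-enzyme basal signal; the screen sought inhibitors and activators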
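Recombinant enzyme (4 nM final) with compounds titrated up to 77 uM and bovine liver glycogen (30 ug) in citrate pH 5.0, 0.01% Tween-20, 37 C 40 min. Released glucose detected by Amplex Red/glucose oxidase (Ex 573/Em 610); AC50 from Hill fits.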
GAA inhib: qHTS Assay for Inhibitors of Human alpha-Glucosidase as a Potential Chaperone Treatment of Pompe Disease; 200,000 tested, 0.005% active; purified human GAA, 4-MU-alpha-glucoside fluorescence; Lysosomal alpha-glucosidase (Homo sapiens), P10253; AID 1466, 2008; Potency, µM (series often up to 76.9 µM), for inactives: at the highest dose activity change, negative = inhibition, usual class: inhibitors;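 further: plate controls were uninhibited enzyme wells for no effect and no-enzyme background for full effect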
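Endpoint fluorogenic read: 20 min room-temperature reaction of 4 nM human alpha-glucosidase with 400 uM 4-methylumbelliferyl-alpha-D-pyranoside, pH 5.0, quenched with 1M NaOH/1M glycine pH 10. AC50 from Hill modeling.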
aGlu spleen mod: qHTS Assay for Inhibitors and Activators of Human alpha-Glucosidase From Spleen Homogenate; Potency, µM (top dose mostly 79.9 µM), for inactives: top-dose activity change, negative = inhibition, actives largely listed as inhibitors; AID 2112, 2009; Lysosomal alpha-glucosidase (Homo sapiens), P10253; 240,000 tested, 0.006% active; human spleen homogenate, 4-MU-alpha-glucoside fluorescence;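 further: 0% = enzyme with vehicle and -100% = no enzyme basal signal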
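Enzyme source: human spleen homogenate, 1 ug/well. Buffer 50 mM citric acid/K phosphate pH 5.0, 0.01% Tween-20. 4-MU-alpha-glucoside 1 mM; 37 C x 40 min; NaOH/glycine stop; fluorescence.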
RGS12 GoLoco inh: qHTS Assay for Inhibitors of RGS12 GoLoco Motif Activity (Red Fluorophore); Gai1:RGS12 GoLoco peptide FP, rhodamine, 10 min; Potency, µM (doses to about 61.6 µM), for inactives: at the top dose activity, negative = inhibition, hits mostly inhibitors; 230,000 tested, 0.44% active; active means well fitted inhibition curve with a large enough effect, not every such curve was filed as active; inactive means no such curve, though single readings can be large or run the other way; further: on the % scale 0 is the no-effect control and ±100 the full control effect; nearly all actives have a fitted effect of over 30% in size; many of its hits are not listed in these tables
Target sequence (P63096 whole entry, looked up): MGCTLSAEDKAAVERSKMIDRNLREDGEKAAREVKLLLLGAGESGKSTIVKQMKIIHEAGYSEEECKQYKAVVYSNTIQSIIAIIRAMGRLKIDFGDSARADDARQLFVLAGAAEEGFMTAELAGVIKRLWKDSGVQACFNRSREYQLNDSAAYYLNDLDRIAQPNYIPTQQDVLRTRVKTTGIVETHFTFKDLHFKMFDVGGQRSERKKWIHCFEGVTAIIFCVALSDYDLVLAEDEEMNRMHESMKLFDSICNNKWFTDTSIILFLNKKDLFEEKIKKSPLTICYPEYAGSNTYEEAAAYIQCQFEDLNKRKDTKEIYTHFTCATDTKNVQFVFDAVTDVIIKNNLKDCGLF
HTT cytoprotect: qHTS Multiplex Assay to Identify Dual Action Probes in a Cell Model of Huntington: Cytoprotection (ATP). PC12 HTT-Q103 induced, cytoprotection, ATP luminescence, 40 h. 230,000 tested, 0.14% active. Potency, µM (top dose mostly 56.4 µM), without a hit: cytoprotection (ATP increase), hits mostly activators;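 further: % of control where 0% means no effect; nearly all actives have a fitted effect of over 45% in size; toxic huntingtin expression switched on by the ecdysone agonist tebufenozide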
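PC12 cells with ecdysone-inducible HTT exon 1 Q103-GFP, induced with 100 nM tebufenozide and co-treated with library compounds in a dose series (1536-well, 1500 cells/well). Cytoprotection read as ATP content by ATPlite luminescence.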
* hit, by the source's call; ? = inconclusive; / = not tested or not shown; [ ] = remark or other dose. Unless noted, the call rests on the fitted dose curve; in most records, active means well fitted curve in the direction sought with a large enough effect; inconclusive means small, poorly fitted or top-dose-only effect, or another doubt; inactive means no such curve, though single readings can be large; an effect the other way counts as inactive or inconclusive. Potency means the concentration at half of the fitted maximal effect.

1. COc1ccccc1CC(=O)NCC1CCCO1 (stereo not drawn)
2. C[C@@H](NC(=O)c1nc[nH]c1C(=O)N[C@@H](Cc1ccccc1)C(=O)OCc1ccccc1)c1ccccc1
3. O=c1[nH]c(Cc2cccs2)nc2ccccc12
4. C=CCn1c(Cc2ccccc2)nnc1SCc1nc2ccccc2c(=O)[nH]1
5. CN1CCSc2ccc(C(=O)Nc3cccc(F)c3)cc21
6. O=S(=O)(Nc1nc2ccccc2nc1NCC1CCCO1)c1ccc(F)cc1 (stereo not drawn)
7. CCOC(=O)c1[nH]c2ccc(OC)cc2c1NC(=O)CCN1CCc2ccccc2C1
8. O=C(c1ccc(=O)oc1)N1CCCc2ccccc21

Assay by compound,1,2,3,4,5,6,7,8
HTT aggregate,3%,5%[9.22 µM],-19%,7%,8%[9.22 µM],-6%[9.22 µM],-14%,16%
IMPase Li inh,-14%[38.3 µM],3%,-7%[38.3 µM],0%,/,/,3%[38.3 µM],-4%[38.3 µM]
GAA glycogen,20%,-11%,14%,2%,-23%,9%,-4%,?
GAA inhib,1%,/,-1%,10%,/,/,-5%,3%
aGlu spleen mod,-6%,4%,-2%,0%,7%,2%,-9%,-6%
RGS12 GoLoco inh,-2%,2%,14%,9%,-4%,2%,-1%,90%[activator]
HTT cytoprotect,-18%,8%[10 µM],0%,-21%,1%[10 µM],4%[10 µM],-8%,-9%[0.074 µM]

9. Cc1ccc(NS(=O)(=O)c2ccc(C(=O)N3CCN(c4ncccn4)CC3)cc2)cc1
10. CC(C)(C)c1ccc(OC(=O)c2cccnc2)cc1
11. O=C(COc1cccc2c1CCN(Cc1ccccc1F)C2=O)N1CCCCC1
12. Cc1ccc(NC(=O)CS(=O)CC(=O)N(CC(=O)NC2CCCC2)c2cc(C)ccc2C)cc1 (stereo not drawn)
13. O=C(Cn1cc(SCc2ccc(Cl)cc2)c2ccccc21)N1CCOCC1
14. Cc1nn(C(C)(C)C)c(OC(=O)c2ccc3c(c2)OCO3)c1S(=O)(=O)c1ccccc1
15. CC1CCN(C(=O)CCc2nc3cc(S(=O)(=O)N(C)C)ccc3n2C)CC1
16. COC(=O)c1ccc(N=c2sc(C(=O)OC)cc(=O)n2C)cc1

Assay by compound,9,10,11,12,13,14,15,16
HTT aggregate,2.5µM*,-17%,-11%,-3%,4%,?,-5%,12%[9.22 µM]
IMPase Li inh,11%,-4%,2%,/,6%,25%[38.3 µM],?,6%
GAA glycogen,0%,4%,-1%,6%,6%[76.3 µM],?,4%,-1%
GAA inhib,-9%,-2%,-6%,0%,-12%,2%,-6%,/
aGlu spleen mod,-8%,-3%,/,-9%,?,-9%,-4%,5%
RGS12 GoLoco inh,8%,-17%,3%,/,-7%,-4%,24%,2%
HTT cytoprotect,-92%[inhibitor],-15%[10 µM],-35%[inhibitor],-5%[10 µM],13%[10 µM],-72%[inhibitor],2%,17%[10 µM]

Random excerpt: 2 entries already listed.
16. COC(=O)c1ccc(N=c2sc(C(=O)OC)cc(=O)n2C)cc1
13. O=C(Cn1cc(SCc2ccc(Cl)cc2)c2ccccc21)N1CCOCC1

Assay by compound,16,13
HTT aggregate,12%[9.22 µM],4%
IMPase Li inh,6%,6%
GAA glycogen,-1%,6%[76.3 µM]
GAA inhib,/,-12%
aGlu spleen mod,5%,?
RGS12 GoLoco inh,2%,-7%
HTT cytoprotect,17%[10 µM],13%[10 µM]

More compounds follow.
17. O=C(NCCOCCOCCNC(=O)c1cccnc1)c1cccnc1
18. COc1ccc(C(=O)NC(=S)Nc2ccccc2N2CCN(S(C)(=O)=O)CC2)cc1OC
19. COc1ccc(NC(=O)CCN2CCC(C)CC2)cc1
20. O=C(NC1CCCCC1)N1CCCc2ccccc21
21. COc1ccccc1NS(=O)(=O)c1cc(C)ccc1C
22. Cc1nc(NC(=S)NC(=O)c2cccs2)sc1C(=O)N(C)C
23. COc1ccccc1OCCn1c(=O)oc2ccc(C)cc21
24. CCNc1nc(Cl)nc(NCc2ccccc2)n1

Assay by compound,17,18,19,20,21,22,23,24
HTT aggregate,5%,13%,13%,-15%,16%,-8%,-22%[9.22 µM],4%
IMPase Li inh,-11%[38.3 µM],-28%[38.3 µM],21%[38.3 µM],6%[38.3 µM],22%[38.3 µM],19%[38.3 µM],10%,2%[38.3 µM]
GAA glycogen,-1%,-1%,2%,1%,7%,-23%,-13%,24%
GAA inhib,0%,-7%,-10%,-7%,6%,-8%,-22%,2%
aGlu spleen mod,-24%,1%,-2%,-4%,-17%,-1%,3%,-1%
RGS12 GoLoco inh,-2%,19%,4%,2%,9%,33%[activator],10%,3%
HTT cytoprotect,-7%,-58%[inhibitor],7%,-10%,13%,-43%[inhibitor],-28%[10 µM],-25%

25. Cc1ccc(N(Cc2ccco2)C(=O)c2ccc(N3CCCCC3)c([N+](=O)[O-])c2)cc1
26. c1ccc(NCc2ccccn2)cc1
27. Cn1c(NC(=O)C(C)(C)Oc2ccc(Cl)cc2)cc(=O)n(C)c1=O
28. CCC1SC(CC)C(=O)N(CC(=O)NC2CCCCC2)C1=O (stereo not drawn)
29. COc1cc(C)nc(Oc2ccc(=O)n(C)n2)n1
30. C=C(C)C(=O)Nc1cccc(C2=NOC3(C2)C[C@H](C(N)=O)N(C(=O)c2ccccc2)C3)c1 (stereo partly drawn)
31. N/C(=N\c1nc2ccccc2o1)NC(=O)c1ccccc1F
32. COc1ccccc1CN1CCCC2(CCN(S(C)(=O)=O)CC2)C1

Assay by compound,25,26,27,28,29,30,31,32
HTT aggregate,?,1%[9.22 µM],-20%,16%,2%,-6%[9.22 µM],8%,/
IMPase Li inh,9%,3%,14%[38.3 µM],9%,19%[38.3 µM],/,4%[38.3 µM],9%
GAA glycogen,-9%,-25%,1%,22%,4%,5%,-2%,/
GAA inhib,-11%,7%,1%,-7%,-4%,/,-5%,/
aGlu spleen mod,2%,4%,-10%,2%,-1%,-2%,-4%,4%
RGS12 GoLoco inh,-1%,-3%,-5%,-5%,8%,3%,18%,12%
HTT cytoprotect,-26%[10 µM],-11%[10 µM],-6%,/,3%,-10%[10 µM],-20%,27%

33. O=S(=O)(Nc1ccc(N2CCCCC2)cc1)c1ccccc1
34. CCCS(=O)(=O)N1CCC(C(=O)N2CCN(Cc3ccccc3)CC2)CC1
35. O=C(NNc1ccccn1)C(=O)NNS(=O)(=O)c1ccc(Cl)cc1
36. N#CC1(P(=O)(c2ccccc2)c2ccccc2)CC1
37. CCOc1ccc(N2C(=O)Nc3ccccc3C2(O)C(=O)NCc2ccc(F)cc2)cc1 (stereo not drawn)
38. C/C(=N\Nc1nnc(-c2ccccc2)c(-c2ccccc2)n1)c1cccc([N+](=O)[O-])c1
39. O=C(NNC1CC(=O)N(c2cccc(Cl)c2)C1=O)c1cccnc1 (stereo not drawn)
40. CS(=O)(=O)c1ccc2nc(NC(=O)C3=NN(c4ccccc4)C(=O)CC3)sc2c1

Assay by compound,33,34,35,36,37,38,39,40
HTT aggregate,-1%,19%,?,1%,9%,-23%,2%,-23%[9.22 µM]
IMPase Li inh,10%,13%[38.3 µM],-1%[38.3 µM],2%[38.3 µM],-2%,21%[38.3 µM],4%,/
GAA glycogen,0%,13%,3.2µM*,1%,-4%,-8%,-2%,0%
GAA inhib,6%,-1%,5%,3%,0%,-8%[15.4 µM],2%,/
aGlu spleen mod,-10%,3%,-6%,-7%,4%,-4%,0%,1%
RGS12 GoLoco inh,3%,12%,-1%,6%,1%,15%,10%,7%
HTT cytoprotect,16%[10 µM],3%,16%,-8%[10 µM],7%,27%,5%[10 µM],-7%[10 µM]

By substructure, the entries above containing a thiophene ring, fused or not (two)
3. O=c1[nH]c(Cc2cccs2)nc2ccccc12
22. Cc1nc(NC(=S)NC(=O)c2cccs2)sc1C(=O)N(C)C

Assay by compound,3,22
HTT aggregate,-19%,-8%
IMPase Li inh,-7%[38.3 µM],19%[38.3 µM]
GAA glycogen,14%,-23%
GAA inhib,-1%,-8%
aGlu spleen mod,-2%,-1%
RGS12 GoLoco inh,14%,33%[activator]
HTT cytoprotect,0%,-43%[inhibitor]

New compounds follow.
41. CNC(=O)N(C1=NCC(C)(C)S1)c1ccc(F)c(Cl)c1
42. O=C(Nc1nnc(-c2cccs2)o1)c1ccco1
43. c1ccc(-c2nccc(-c3ccc(-n4cnc5ccccc54)cc3)n2)cc1
44. COc1cccc(C2C=C(c3cccs3)Nc3ncnn32)c1OC (stereo not drawn)
45. O=C(CSc1nc2ccccc2c(=O)n1-c1ccc(F)cc1)Nc1cc(S(=O)(=O)N2CCOCC2)ccc1Cl
46. COc1ccc(-c2cc(C(=O)NCCN3CCOCC3)c3ccccc3n2)c(OC)c1
47. CCOc1ccc(CNC(=O)CCCc2cn(C)c3ccccc23)cc1OC
48. N#Cc1ccccc1-c1ccc2ncnc(NCc3cccnc3)c2c1
49. CCc1ccc(N2CC(C(=O)OCC(=O)NC3CCS(=O)(=O)C3)CC2=O)cc1 (stereo not drawn)
50. c1ccc(CNc2ncnc3nc[nH]c23)cc1

Assay by compound,41,42,43,44,45,46,47,48,49,50
HTT aggregate,-18%,-2%,-3%,-8%,2%,30%,21%,/,1%,-22%
IMPase Li inh,-5%[38.3 µM],-2%[38.3 µM],49%[activator][38.3 µM],2%[38.3 µM],2%,-16%[38.3 µM],12%,3%,11%,22%[38.3 µM]
GAA glycogen,-20%,-16%,2%,11%,-4%,0%,-11%,/,6%,2%
GAA inhib,-4%,3%,1%,-11%,-2%,-3%,-6%,/,?,1%[15.4 µM]
aGlu spleen mod,-1%,9%,-6%,-3%,0%,-6%,3%,7%,-7%,-2%
RGS12 GoLoco inh,-2%,-4%,-3%,24%,2%,5%,7%,19%,-27%,3%
HTT cytoprotect,-18%,6%,-18%,-19%,23%[10 µM],-27%,/,-94%[inhibitor],34%[10 µM],-25%

Some of the compounds tested (hit frequency here may not be typical).
